PGC1a acetyl inh = lowers PGC1a acetylation signal in U2OS cells; AlphaScreen anti-acetyl-lysine; with virally co-expressed GCN5 acetyltransferase; inhibition, % at 15.6 µM; 350,000 tested, 0.17% active; AID 651687;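 active = every replicate shows inhibition of at least 40%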;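 also: 0% = neutral control wells and 100% = positive control wells; some results beyond the cut were filed as inactive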
miR-122 sensor = inhibitors of miR-122 in Huh7 cells; Huh7 miR-122 Renilla luciferase sensor, 48 h; neutral wells = 0, positive control = 100; activation (reporter increase), % at 12.5 µM; 340,000 tested, 0.3% active;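 active = mean replicate activation score at least 90 and every replicate individually at or above 90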;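 also: higher luciferase means less miR-122 activity so hits act as miR-122 inhibitors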
Cneo AK release = Cryptococcus neoformans lysis via adenylate kinase release; C. neoformans lysis, adenylate kinase release luminescence, 4 h; normalised: neutral wells 0, clomiphene wells 100; lysis activity, % at 15 µM; 360,000 tested, 0.2% active; AID 651654;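 active = mean lysis activity across replicates of at least 80%, whatever share of replicates individually reach that level; inactive = mean lysis activity below 80%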
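Material: C. neoformans cells; Schedule: 4 h static compound exposure, 37 °C, read 1 h post-reagent; Measured by: adenylate kinase release luminescence; Read-out: signal increase indicating cell lysis; Controls: Clomiphene as positive lysis control.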
* = called active by the depositor. An excerpt; rates above refer to the full screens.

smiles	PGC1a acetyl inh	miR-122 sensor	Cneo AK release
COc1ccc2c3c(c(=O)oc2c1OCC(=O)C(C)(C)C)CCCC3	-15	6	-3
CCOC(=O)Cn1nc(C)n(-c2ccccc2)c1=O	7	-8	-2
Cc1ccc2nc(Cc3ccc(N)cc3)oc2c1	2	-2	2
Cc1cc(C(=O)N2CCC(C(F)(F)F)n3nccc32)on1 (stereo not drawn)	-1	-9	1
COC(=O)c1ccc(NC(=O)N2CCC(O)(c3cccnc3)CC2)cc1	-5	0	-1
Cc1nc(SCC(=O)c2ccc(Cl)s2)c2oc3ccccc3c2n1	-1	-6	-1
CC(=O)c1c(C)[nH]c(C(=O)CSc2nnc(-c3ccccc3)o2)c1C	-9	-1	0
CCOC(=O)C1CCN(S(=O)(=O)c2nc3nc(C)cc(C)n3n2)CC1	-8	-9	-1
COC(=O)c1ccc(NC(=O)CS(=O)(=O)Cc2ccccc2)cc1	-2	-1	-4
Cn1c(CSc2nc3ccccc3s2)nnc1SCC(=O)NCc1ccccn1	-5	3	0
CCCOc1ccc(CSC2=NCCN2)cc1[N+](=O)[O-]	0	-3	1
Cc1nnc(N(Cc2ccccc2)C(=O)c2cnccn2)s1	-4	13	-4
COC(=O)c1cc2ccsc2n1CC(=O)Nc1cc(C)cc(C)c1	-9	8	5
Cc1ccc(-c2c(C#N)c(N)n(-c3ccc(C)cc3)c(=O)c2C#N)cc1	-7	3	3
C=CCOc1ccc(C2N3CC4(CC)CN2CC(CC)(C3)C4=O)cc1 (stereo not drawn)	-28	9	1
C=CCN1C(=NC(=O)CCCC(=O)O)SC2CS(=O)(=O)CC21 (stereo not drawn)	3	5	-1
CC(C)CC(=O)NC(NC(=S)Nc1cccc2cccnc12)C(Cl)(Cl)Cl (stereo not drawn)	-3	-2	-1
CCOC(=O)CN1C(=O)SC(CC(=O)Nc2nccs2)C1=O (stereo not drawn)	6	0	6
Cn1c2c(c(=O)n(C)c1=O)C(NS(=O)(=O)c1ccc(Cl)cc1)(C(F)(F)F)C(=O)N2 (stereo not drawn)	-6	1	2
CN1C(=O)NC(c2cccc(O)c2)C(C(=O)c2cccs2)C1(O)C(F)(F)F (stereo not drawn)	5	-2	-2
CC1=CC(C)(C)N(C(=O)CSc2nnc(N)s2)c2c(C)cc(C)cc21	4	0	-3
O=C(c1ccco1)N1CCN(c2nc(-c3ccc(F)cc3)cs2)CC1	-1	-1	-2
COCCNC(=O)C(c1ccco1)N(Cc1ccc(OC)cc1)C(=O)Cn1nnc2ccccc21 (stereo not drawn)	5	3	0
N#Cc1cc(-c2ccccc2)nnc1Sc1ccc(F)cc1	-9	0	2

Exported as labelled records: four of the compounds above
> O=C(c1ccco1)N1CCN(c2nc(-c3ccc(F)cc3)cs2)CC1
  PGC1a acetyl inh: -1
  miR-122 sensor: -1
  Cneo AK release: -2

> COCCNC(=O)C(c1ccco1)N(Cc1ccc(OC)cc1)C(=O)Cn1nnc2ccccc21 (stereo not drawn)
  PGC1a acetyl inh: 5
  miR-122 sensor: 3
  Cneo AK release: 0

> Cc1cc(C(=O)N2CCC(C(F)(F)F)n3nccc32)on1 (stereo not drawn)
  PGC1a acetyl inh: -1
  miR-122 sensor: -9
  Cneo AK release: 1

> CCCOc1ccc(CSC2=NCCN2)cc1[N+](=O)[O-]
  PGC1a acetyl inh: 0
  miR-122 sensor: -3
  Cneo AK release: 1

Next compounds follow:
smiles	PGC1a acetyl inh	miR-122 sensor	Cneo AK release
O=C(c1cc2cc3ccc(Cl)cc3nc2o1)N1CCCCCC1	9	-3	4
CC(=O)Nc1nc(CC(C)C)cc2c1c(=O)oc1ccccc12	12	2	-2
COc1ccc(CNC(=O)COC(=O)c2cc(-c3cccs3)nc3ccccc23)cc1OC	-4	-5	0
CC1CCCC(C)N1C(=O)CSc1nnc(CSc2ncccn2)n1C (stereo not drawn)	-3	-1	0
CC1=C(C(N)=O)C(c2cccs2)n2nc(-c3cccc(C)c3)nc2N1 (stereo not drawn)	-5	-3	1
CCOC(=O)c1nnc(-c2ccc(C)cc2)nc1Oc1ccccc1Cl	0	-2	0
Cc1cc2oc(=O)cc(CSc3nnc(C)n3N)c2cc1C(C)C	3	0	2
O=C(c1ccc(CN2CCOCC2)cc1)N1CCN(c2cccc(Cl)c2)CC1	7	5	0
CC(C)Sc1cc(N2CCOCC2)nc(-c2ccc(Cl)cc2)n1	5	-1	-1
CCN(CC)CCNC(=O)C(C)c1nn(C)c(=O)c2ccccc12 (stereo not drawn)	-4	-6	2
O=C(CCN1C(=O)c2ccccc2C1=O)Nc1ccccc1C(=O)N1CCOCC1	0	1	-1
Cc1noc(C)c1C(=O)N1CC(C)OC(C)C1 (stereo not drawn)	7	-7	0
Cc1ccc(C(=O)COC(=O)CNC(=O)c2cccs2)cc1	5	5	2
CCN(CC)C(=O)c1cnn(-c2ccccc2)c1NC(=O)c1cccc(F)c1	7	-8	1
Cc1cccc(-c2noc(CN(C(=O)c3ccc4c(c3)OCO4)C(C)C)n2)c1	-3	-1	-4
CCN(CC)c1ccc(CC(=O)NC(C)Cc2ccccc2)cc1 (stereo not drawn)	-5	0	1
O=C(CSc1nnc(-c2ccccc2Cl)o1)Oc1ccc(Br)cc1	-5	6	0
Cc1ccc(S(=O)(=O)NCC(=O)NC2CCCC2)cc1	1	-1	-2
Cc1scc(C(=O)Nc2ccon2)c1-c1ccccc1	7	-6	0
O=S(=O)(c1cccc2ccccc12)N1CCSC1	2	10	2
CCCNC(=O)CN(C1CCCCC1)S(C)(=O)=O	-9	0	0
O=C(c1ccco1)N1c2ccccc2Sc2ccccc21	-7	-8	-1
CCOCCCNS(=O)(=O)c1ccc(NC(=O)N2c3ccccc3Sc3ccccc32)cc1	-1	9	-3
Cc1cc(C)n(C(=O)COc2ccccc2C)n1	3	-9	2

Shown field by field: entries from further up
> Cc1scc(C(=O)Nc2ccon2)c1-c1ccccc1
  PGC1a acetyl inh: 7; miR-122 sensor: -6; Cneo AK release: 0

> Cc1ccc(C(=O)COC(=O)CNC(=O)c2cccs2)cc1
  PGC1a acetyl inh: 5; miR-122 sensor: 5; Cneo AK release: 2

(listing goes on)
smiles	PGC1a acetyl inh	miR-122 sensor	Cneo AK release
O=C(NCCO)c1cc2ccccc2c(=O)s1	-2	4	-3
Cc1[nH]n(-c2ccccc2)c(=O)c1CCOC(=O)c1cccc(C(F)(F)F)c1	12	0	-1
O=C(NCC1CCN(c2ccc(S(=O)(=O)N3CCOCC3)cc2)CC1)c1ccc(Cl)cc1	15	0	-2
C=CCOc1ccc(/C(O)=C2/C(=O)C(=O)N(CCCN3CCOCC3)C2c2ccccc2)cc1 (stereo not drawn)	11	-6	0
CCOC(=O)c1c(NC(=O)CN2CCOCC2)sc2c1CCCC2=O	9	-1	-2
c1ccc(SCCOCCn2cncn2)cc1	6	13	-2
CCOC(=O)Cc1csc(NC(=S)NC(=O)c2ccc(Cl)cc2)n1	9	-6	-2
Cn1nnnc1SCC(=O)N1CCN(c2cccc(Cl)c2)CC1	-2	-4	6
C1=C(c2ccc(-c3ccccc3)cc2)Nc2ncnn2C1c1ccco1 (stereo not drawn)	3	21	-4
Cc1cccc(C)c1NC(=O)C1(N(Cc2ccco2)C(=O)c2ccccn2)CCCC1	3	5	1
CCOC(=O)c1[nH]c(C)c(C(=O)OCC(=O)N(CC)C2CCS(=O)(=O)C2)c1C (stereo not drawn)	9	-4	-2
O=C1Cc2ccccc2N1c1ccccc1	1	15	2
O=C(Nc1cccc(Cl)c1)c1ccncc1	6	-1	3
O=S(=O)(c1ccc(Oc2ccc(Br)cc2)cc1)N1CCOCC1	6	-1	1
O=S(=O)(c1ccc2ccccc2c1)N1CCNCC1	20	-3	-7
O=c1[nH]c(CN2CCN(c3ccc([N+](=O)[O-])cc3)CC2)nc2ccsc12	0	-10	-2
Cn1cnc(S(=O)(=O)Nc2ccc(C(F)(F)F)cc2)c1	26	-2	0
Cc1occc1C(=O)Nc1cccc(Cn2cccn2)c1	8	0	5
CCCNC(=O)Cn1cnc2sc(C(=O)NCCN(CC)CC)c(C)c2c1=O	-14	5	-1
O=c1c2c(n3cnnc3n1-c1ccccc1)-c1ccccc1CC21CCCCC1	-6	-4	0
CCc1ccc(CSc2nccn2-c2ccccc2)cc1	0	0	9
CCN(CC)C(=O)C1CCCN(c2ccc([N+](=O)[O-])cc2/C=N/NC(=O)c2cccc(Br)c2)C1 (stereo not drawn)	45	2	-1
CC(C)(C)OC(=O)N1CCC[C@H]1c1nnc(SCc2ccccc2F)o1	0	0	-2
CCOC(=O)/C(C#N)=c1/s/c(=C2\C=Cc3ccccc3N2CC)c(=O)n1CC	15	-2	2
COc1ccccc1C(c1nnnn1CCc1ccccc1)N1CCN(c2ccccc2)CC1 (stereo not drawn)	-12	13	0
Cn1c(CN2CCOCC2)nc2cc(NC(=O)c3ccc(F)cc3)ccc21	-17	0	-2
O=C(O)CCCCCN1C(=O)CCC1=O	-2	7	1
O=C(Nc1cccc2ncccc12)c1ccc2c(c1)OCCO2	-34	3	-2
CN(C)c1ccc(CNn2cnnc2SCc2ccc(F)cc2)cc1	-9	1	3
Cc1ccc(-c2c(C)n([O-])c3c([n+]2=O)CCCC3)o1	2	3	-1
O=C(CSc1nnc(-c2ccco2)n1Cc1ccccc1)c1ccccc1	3	3	0
N#CC1=C(N)OC2=C(C(=O)CCC2)C1c1ccsc1 (stereo not drawn)	-12	2	1
C[C@@H](CN1CCC[C@H]1CN1C(N)=NC[C@@H]1Cc1ccccc1)N1C[C@@H](Cc2ccccc2)N(CCCC2CCCC2)C1=N	-10	1	15
C=CCN(C(=O)CCC(=O)Nc1cc(C)on1)C(C(=O)NC1CCCC1)c1cccnc1 (stereo not drawn)	6	0	3
CCOc1ccc(OCC)c(-c2c(=O)n(OCc3ccccc3C(=O)OC)c3ccccc3[n+]2[O-])c1	-19	2	0
O=C(CSc1nc2ccccc2o1)c1cc2ccccc2oc1=O	-15	3	3
CC12C(=O)N(CCC(=O)O)C(=O)C1C1C=CC2C1 (stereo not drawn)	9	1	0
CCOc1c(Br)cc(CNc2ccc3c(c2)OCCO3)cc1OC	-17	18	-5
CCOc1ccccc1NS(=O)(=O)c1c(C)noc1C	-2	8	-1
Cc1cc2ccccc2c(=O)n1CC(=O)Nc1ccc2c(c1)OCO2	-8	2	7
COc1ccc(OC)c(NC(=O)Cc2coc3ccc4ccccc4c23)c1	-6	-1	0
COc1ccccc1-c1nnc(SCC(=O)c2ccc(C3CCCCC3)cc2)n1Cc1ccco1	-16	-1	2
O=C(NC1CCCC1)C(c1ccccc1)N(Cc1ccco1)C(=O)Cc1cccs1 (stereo not drawn)	-46	44	4
O=C(CCC1COc2ccccc2O1)Nc1ccccn1 (stereo not drawn)	1	-4	-3
O=C(CSc1nc(-c2ccco2)cc(C(F)(F)F)n1)N1CCc2ccccc2C1	-5	-5	4
O=C(CN1CCN(c2ccc(Cl)cc2)CC1)Nc1cccc(F)c1	-30	-2	1
O=Cc1cn(-c2ccccc2)nc1-c1cc2c(ccc3ccccc32)oc1=O	3	0	6
CC1CN(c2oc(-c3ccco3)nc2C#N)CC(C)O1 (stereo not drawn)	8	-3	-2
CSc1nc(C)cc(-n2cc(F)c(=O)[nH]c2=O)n1	2	6	-2
O=C(Nc1ccc(-n2cnnn2)cc1)C1CCC1	5	-1	2
O=C(O)CCN1C(=O)/C(=C/c2ccc(-c3nc4ccccc4s3)o2)SC1=S	-3	-1	1
Cc1cc(C)n(-c2nc3ccccc3[nH]c2=O)n1	-5	0	-1
O=S(=O)(NC1CCCCC1N1CCN(c2ccc(F)cc2)CC1)c1ccc(Cl)cc1 (stereo not drawn)	-23	-8	1
Cc1ccc(S(=O)(=O)N2CCN(Cc3cccc(C)c3O)CC2)cc1	-13	-7	-1
CN1C(=O)/C(=C2\SC(N)=NC2=O)c2ccccc21	14	5	-9
Cc1ccc(-n2c(SCC(=O)NCc3ccco3)nnc2-c2cccnc2)cc1	4	4	3
CCCNC(=O)c1ccccc1NC(=O)c1ccc(CSc2ccccc2)cc1	-9	0	-2
Cc1nn(C)c(=O)n1-c1ccc(OCc2ccccc2)cc1	9	-3	-4
COc1ccc(-n2nc3c(N4CCC(C(=O)NCc5ccccc5C)CC4)nnc(C)c3c2C)cc1	4	-8	2
O=C(COC(=O)c1cc[n+]([O-])cc1)Nc1ccc(Cl)cc1C(F)(F)F	3	-2	-1

(listing goes on)
smiles	PGC1a acetyl inh	miR-122 sensor	Cneo AK release
Cc1ccc(S(=O)(=O)N2CCCC(C(=O)NCc3cccnc3)C2)cc1Cl (stereo not drawn)	-2	0	1
Cc1onc(-c2ccccc2Cl)c1C(=O)Nc1nc2c(s1)CCCC2	-13	2	-2
COc1ccccc1N1CCN(/N=C/C=C\c2ccco2)CC1	-36	-4	-10
CCS(=O)(=O)c1ccc(NC(=O)c2ccccc2Cl)c(O)c1	10	5	1
Cc1cc(NC(=O)CSc2ccc(-c3nc4cc(C)c(C)cc4[nH]3)cn2)no1	-6	2	-3
O=C(Nc1cccc(C(F)(F)F)c1)c1cccc2c(-c3cccnc3)coc12	5	1	-2

Screening results (PubChem BioAssay)
